FLuc modulator: firefly luciferase modulation, counter-screen for miR-21 project; hit rate 6.9% among 360,000; AID 588342; purified FLuc, Km substrates, luminescence inhibition; Potency, µM (top dose mostly 57.5 µM), for the others: top-dose activity change, negative = inhibition, most hits filed as inhibitors; P08659;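 further: potency means the concentration at half of the fitted maximal effect; plate controls were vehicle for no effect and reference inhibitor for full effect; nearly all actives have a fitted effect of over 55% in size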
Target sequence (P08659 whole entry, looked up): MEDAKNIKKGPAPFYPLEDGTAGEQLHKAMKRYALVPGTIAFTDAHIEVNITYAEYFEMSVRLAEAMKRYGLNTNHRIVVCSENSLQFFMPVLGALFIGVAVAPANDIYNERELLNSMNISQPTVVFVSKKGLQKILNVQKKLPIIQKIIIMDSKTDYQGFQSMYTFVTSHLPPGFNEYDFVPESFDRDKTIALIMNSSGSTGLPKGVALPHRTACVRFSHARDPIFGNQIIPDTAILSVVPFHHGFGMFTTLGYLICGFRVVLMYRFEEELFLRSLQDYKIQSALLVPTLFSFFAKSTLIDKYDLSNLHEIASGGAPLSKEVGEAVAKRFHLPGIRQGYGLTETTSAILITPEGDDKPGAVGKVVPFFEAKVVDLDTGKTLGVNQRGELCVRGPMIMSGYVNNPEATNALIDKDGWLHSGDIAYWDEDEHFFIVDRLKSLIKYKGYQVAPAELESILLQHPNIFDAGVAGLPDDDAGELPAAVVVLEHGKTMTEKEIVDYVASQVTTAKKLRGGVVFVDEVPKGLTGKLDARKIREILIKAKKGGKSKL
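Purified P. pyralis luciferase (10nM final) with 10uM D-luciferin and 10uM ATP (Km levels) in 50mM Tris acetate pH 7.5, 10mM Mg acetate, 0.01% Tween-20, 0.05% BSA; qHTS 6-point titration, ~60 µM downward; luminescence read.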
Menin MLL FP TR: displaces Texas Red mutant MLL peptide from human menin. Potency, µM (series often up to 61.6 µM), for the others: top-dose FP activity change, negative = inhibition, most hits filed as inhibitors. Menin + Texas Red MLL mutant peptide, fluorescence polarization. O00255. hit rate 0.23% among 270,000; active means well fitted inhibition curve with a large enough effect in the polarisation, with a control signal flat, not every such curve was filed as active; inconclusive means small, poorly fitted or top-dose-only effect, or effect the other way, or a change in a side signal; inactive means no such curve, though single readings can be large or run the other way; the % refers to the polarisation; further: potency means the concentration at half of the fitted maximal effect; % of control where 0% means no effect; many of its hits are not listed in these tables
PKM2 activator: activators of human pyruvate kinase M2; P14618; purified PKM2, Kinase-Glo ATP luminescence, activation; response scale: 0% is enzyme alone, no compound; Potency, µM (top dose mostly 57.5 µM), without a hit: at the top dose activation, most hits filed as activators; hit rate 0.34% among 260,000; AID 1631; further: potency means the concentration at half of the fitted maximal effect; on the % scale 0 is the no-effect control and ±100 the full control effect; nearly all actives have a fitted effect of over 55% in size
Target sequence (P14618 whole entry, looked up): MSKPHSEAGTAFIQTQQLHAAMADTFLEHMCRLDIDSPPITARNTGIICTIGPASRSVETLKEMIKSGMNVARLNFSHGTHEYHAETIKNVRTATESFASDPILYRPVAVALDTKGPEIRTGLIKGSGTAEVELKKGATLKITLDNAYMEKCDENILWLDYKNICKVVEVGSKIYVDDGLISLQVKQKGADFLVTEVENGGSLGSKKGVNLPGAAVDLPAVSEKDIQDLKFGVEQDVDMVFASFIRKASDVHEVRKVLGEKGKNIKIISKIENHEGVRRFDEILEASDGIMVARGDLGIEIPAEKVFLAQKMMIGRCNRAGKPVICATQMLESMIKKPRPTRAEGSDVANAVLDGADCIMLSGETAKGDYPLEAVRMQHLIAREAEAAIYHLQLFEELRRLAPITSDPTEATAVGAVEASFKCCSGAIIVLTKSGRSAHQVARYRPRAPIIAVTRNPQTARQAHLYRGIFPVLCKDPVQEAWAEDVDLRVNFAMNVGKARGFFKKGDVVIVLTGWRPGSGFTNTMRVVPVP
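Kinase-Glo luminescence reports ATP generated from ADP (0.1 mM) and PEP (0.5 mM) by purified hPK-M2 after 1 h at room temperature, pH 7.2 imidazole buffer; intermediate enzyme activity allows detecting inhibitors and activators.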
Gal4-VP16 FLuc: counter-screen for ROR gamma inhibitors: Gal4-VP16 reporter; Drosophila S2 Gal4-VP16 UAS-luciferase, luminescence, 20 h; Potency, µM (highest dose often 53.6 µM), for inactives: at the highest dose activity, negative = inhibition, most hits filed as inhibitors; hit rate 3.5% among 310,000;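 further: Gal4-VP16 expression switched on by copper sulfate through the metallothionein promoter; potency means the concentration at half of the fitted maximal effect; on the % scale 0 is the no-effect control and ±100 the full control effect; nearly all actives have a fitted effect of over 50% in size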
Giardia kill: kills Giardia lamblia | Giardia lamblia trophozoite viability | activity change, % at 7.66 µM, hits read low | hit rate 0.15% among 340,000 | AID 540267; in the data active means activity change below about -80%; inconclusive means between about -30% and that limit;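 further: parasites exposed to compound for two days anaerobically before the ATP read; on the % scale 0 is the no-effect control and ±100 the full control effect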
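Giardia trophozoites, 100 cells per well, were exposed to compounds for 48 hrs at 37 deg C under anaerobic conditions; viability was then read as ATP content by bioluminescence after 15-30 min at room temperature.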
BRCA1 expr up: BRCA1 expression activation. MCF7-BRCA1-FFLuc reporter, luminescence, 48 h; response scale: scaled: vehicle 0%, 10 µM genistein 100%. Potency, µM (doses to about 46.1 µM), inactives show top-dose activation, hits mostly activators. hit rate 1.1% among 380,000. AID 624202; further: potency means the concentration at half of the fitted maximal effect; nearly all actives have a fitted effect of over 80% in size; some results filed as inactive show a strong effect at the top dose
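48 h compound treatment of MCF7-BRCA1-FFLuc cells (phenol-red free MEM, 37 °C), then 15 min with luciferase substrate and luminescence imaging.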
RORg inh: blocks mouse ROR gamma transcriptional activity; P51450; Drosophila S2 Gal4-RORgamma UAS-luciferase reporter, 20 h; Potency, µM (doses to about 53.6 µM), for the others: top-dose activity change, negative = inhibition, actives largely listed as inhibitors; hit rate 5.4% among 310,000; AID 2551; further: potency means the concentration at half of the fitted maximal effect; on the % scale 0 is the no-effect control and ±100 the full control effect; nearly all actives have a fitted effect of over 60% in size
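ROR gamma transcriptional activity was tracked as Gal4-UAS luciferase output in stably transfected Drosophila Schneider cells, with compound added 1 hr before 700 uM copper sulfate induction and a 20 hr ambient-temperature incubation.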
NPC1 promoter act: activators of NPC1 promoter | Potency, µM (series often up to 9.22 µM), for the others: at the highest dose activation, usual class: activators | hit rate 2.4% among 320,000 | AID 485313 | Huh7 NPC1 promoter luciferase reporter, 24 h;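 further: potency means the concentration at half of the fitted maximal effect; % of control where 0% means no effect; nearly all actives have a fitted effect of over 60% in size; reporter is driven by a mutant NPC1 promoter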
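In 1536-well qHTS, Huh7 cells harboring an NPC1 promoter–luciferase construct received compound for 24 h; activation was quantified by luminescence following luciferase reagent addition.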
Rab9 promoter act: Rab9 promoter activation; Huh7 Rab9 promoter-luciferase reporter, luminescence, 24 h; Potency, µM (titrated, usually from 9.22 µM), inactives show at the highest dose activation, negative = inhibition, usual class: activators; hit rate 2.8% among 320,000; further: potency means the concentration at half of the fitted maximal effect; % of control where 0% means no effect; nearly all actives have a fitted effect of over 60% in size
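Cells were plated at 1500 per well in reduced-serum medium with 10% FBS and left 2 h. Compound in DMSO was then added for 24 h at 37 °C. Reporter signal was read by luminescence after 10 min with luciferase detection reagent.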
p53 reactivator: re-activators of mutant p53. Potency, µM (series often up to 92.2 µM), inactives show at the highest dose activity change, positive = activation, most hits filed as activators. AID 504706. H1299 p53-A138V BP100-luciferase reporter, luminescence, 24 h. hit rate 0.063% among 320,000; further: potency means the concentration at half of the fitted maximal effect; % of control where 0% means no effect; nearly all actives have a fitted effect of over 45% in size
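p53-null H1299 cells stably carrying temperature-sensitive p53-A138V and a BP100-luciferase reporter were pinned with compounds (4-point, 1:5 series) and held 24 hrs at 37 deg C. Luminescence was read 10 min after detection reagent.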
ELG1 genotoxic: genotoxicity induction in ELG1-luciferase HEK293T cells. HEK293T ELG1-luciferase reporter, luminescence, 16 h. hit rate 1.3% among 330,000. AID 504466. Potency, µM (titrated, usually from 46 µM), without a hit: at the highest dose activity change, positive = activation, actives largely listed as activators; further: potency means the concentration at half of the fitted maximal effect; % of control where 0% means no effect; nearly all actives have a fitted effect of over 60% in size
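Luminescence read-out: rising ELG1-luciferase signal, reflecting elevated ELG1 protein under genetic stress, flags genotoxic compounds. Cells were treated for 16 hr at 37 °C before ONE-Glo detection.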
Active calls of the source: *; ? = inconclusive; · = no result given; & = joins results of further samples; [ ] = dose if it differs, or a comment. Unless noted, the call rests on the fitted dose curve; in most records, active means well fitted curve in the direction sought with a large enough effect; inconclusive means small, poorly fitted or top-dose-only effect, or another doubt; inactive means no such curve, though single readings can be large; an effect the other way counts as inactive or inconclusive. Not all compounds are listed (hit frequency here may not be typical).

Structure,NPC1 promoter act,Rab9 promoter act,ELG1 genotoxic,Giardia kill,RORg inh,Gal4-VP16 FLuc,BRCA1 expr up,p53 reactivator,PKM2 activator,FLuc modulator,Menin MLL FP TR
CN1CCN(c2nc3ccccn3c(=O)c2/C=C(\C#N)S(=O)(=O)c2ccc(Cl)cc2)CC1,-1%,-6%,-1%,-13,-28%,-2%,-22%,-2%,8%,-2%,·
Cc1ccc(C(=O)NCC(=O)NCC(=O)OCC(=O)c2ccc(Br)cc2)cc1,1%,2%,2%,15,-1%,2%,8%,-2%,-9%,1%,?
CC1=NCCN1S(=O)(=O)c1cc(Cl)ccc1Cl,5%,-6%,-1%,-5,-25%,-14%,-19%,3%,3%,-2%,4%
CCOc1ccc(N(CC(=O)NCCc2ccc(Cl)cc2)S(=O)(=O)c2c(C)[nH]c(=O)[nH]c2=O)cc1,-4%,-8%,7%,18,2%,9%,22%,-4%,-6%,?,1%
O=C(CN(C(=O)CSc1nnc(COc2ccccc2)o1)c1ccc(F)cc1)NC1CCCC1,-6%,-4%,-2%,2,44%,-6%,-21%,-3%,-2%,8%,2%
COc1ccc(CCN(Cc2ccccn2)C(=S)Nc2ccccc2C)cc1OC,3%,0%,-4%,1,?,?,-21%,-3%,13%,1%,1%
O=c1o[nH]c(-c2ccccc2)c1N=Nc1c(F)cccc1Cl,-1%,-4%,-6%,8,?,?,-49%,15%,·,-7%,?
O=C(c1ccco1)N1CCCN(Cc2nc(-c3ccc4c(c3)OCO4)no2)CC1,5%,0%,-4%,-22,16%,7%,13%,-1%,?,-14%,-17%
CCN(CC)CCCNC(=S)N1CCC(c2nc3ccccc3[nH]2)CC1,6%,5%,2%,-3,-2%[1.91 µM],4%,0%,·,-4%,3%,-14%
COc1ccc(S(=O)(=O)Nc2cccc(-c3ccc4nncn4n3)c2)c(OC)c1,-14%,-6%,3%,9,·,·,-20%,-11%,·,-2%,·
CN1CCN(c2ccccc2NC(=O)c2sc3ccccc3c2Cl)CC1,-4%,-6%,-5%,3,1%,-6%,-21%,-1%,9%,-8%,-14%
CCN1C(=O)C(CC(=O)Nc2ccc(OC)cc2)N(CCc2ccc(F)cc2)C1=S (configuration not stated),-2%,-1%,-14%,4,43%,-1%,-53%,7%,5%,-18%,?
CC(=O)c1cccc(NC(=O)C2C3C=CC(C3)C2C(=O)O)c1 (configuration not stated),-3%,-3%,-2%,11,11%,3%,1%,2%,-4%,-4%,6%
Cc1ccc(C(=O)c2cc3ccccc3o2)cc1,2µM*,2.2µM*,?,-12,-34%,-19%,?,?,-1%,2.1µM*,15%
Cc1ccc2oc(=O)cc(CN3CCOCC3)c2c1,1%,-6%,5%,24,-35%,-6%,1%,-13%,-2%,-1%,-13%
O=[N+]([O-])c1ccc(Sc2n[nH]c(-c3ccco3)n2)nc1,-8%,2%,-1%,1,?,-13%,26%,7%,0%,-1%,0%
CCOc1ccc(-c2c[n+]3c(n2-c2ccccc2)CCCCC3)cc1,-29%,-29%,-6%,-3,?,3.5µM*,-61%,-8%,-3%,7%,-5%
CN(C)c1cccc(C(=O)NCc2ccccc2)c1,4%,-1%,-10%,-2,?,10%,58%,11%,5%,-2%,-25%
O=S(=O)(Nc1ccc2cn[nH]c2c1)c1ccccc1,-2%,0%,-4%,8,11%,-3%,-11%,-6%,24%,-3%,6%
COc1ccc(S(=O)(=O)N2CCOC2CNC(=O)C(=O)NCC(C)C)cc1 (configuration not stated),-1%,8%,-1%,-2,9%,8%,-12%,-1%,-5%,-2%,·
Cc1nn(-c2ccccc2)c(N)c1Sc1ccccc1[N+](=O)[O-],-1%,-3%,-2%,18,32%,-18%,-55%,-7%,2%,-6%,-15%
COCCNc1nnc(SCC(=O)NC(=O)c2ccccc2OC)s1,-3%,-1%,-2%,5,-5%,-7%,12%,6%,-2%,-1%,·
O=C1c2ccccc2C(Nc2ccc(F)c(Cl)c2)N1Cc1ccco1 (configuration not stated),0%,-2%,1%,2,?,?,-4%,5%,28%,2%,8%
COC(=O)CCC(=O)c1oc2ccccc2c1N,0%,-6%,?,9,-4%,-12%,-2%,12%,0%,21µM*,-17%
COCCNC(=O)CCc1c(C)nc2c(-c3ccc(F)cc3)c(C)nn2c1C,0%,-1%,-1%,?,-14%,-2%,16%&0%,-1%,5%,-4%&3%,-9%

Structure,NPC1 promoter act,Rab9 promoter act,ELG1 genotoxic,Giardia kill,RORg inh,Gal4-VP16 FLuc,BRCA1 expr up,p53 reactivator,PKM2 activator,FLuc modulator,Menin MLL FP TR
Cc1ccn2c(CN3CCOCC3)c(-c3ccccc3)nc2c1,19%,?,20%,-20,-52%,-2%,?,?,1%,?,-15%
N#Cc1ccccc1OCC(=O)Nc1ccc2c(c1)OCCCO2,2.2µM*,3.2µM*,26%,-4,0%,?,?,?,-2%,17µM*,-12%
CN(Cc1ccc(C(C)(C)C)cc1)C(=O)C1CSC2(C)CCC(=O)N12 (configuration not stated),-2%,-15%,-2%,9,·,·,-5%,-14%,·,1%,·
Cc1nc2c(OCc3ccccc3)cccn2c1CC#N,11%[46.1 µM],14%[46.1 µM],·,·,-4%,-2%,·,·,·,·,-1%
Cc1ccccc1-c1nc(CS(=O)CC(=O)NCCN2CCOCC2)c(C)o1 (configuration not stated),-3%,-3%,20%,2,8%,6%,-4%,1%,4%,-2%,10%
CCC1=C(OC(=O)N(CC)CC)N2C(=O)OC(=NCC(=O)OC)[C@]2(C)[C@H]2C1=CC[C@H]1C(=O)N(C)C(=O)[C@H]12,0%,-10%,8%,11,-23%&-5%,-5%&7%,2%,2%,-2%&-4%,0%,1%
Nn1c(SCC(=O)N2CCOCC2)nnc1-c1cccnc1,-2%,1%,-1%,-2,·,·,-6%,-7%,·,6%,·
O=C(CSc1ncn[nH]1)Nc1nc(-c2ccccc2)ns1,14%,16%,?,9,4%,1%,53%,?,-3%,?,?
Cc1cc(C)n2nc(C(=O)OCC(=O)NC(=O)c3ccccc3)nc2n1,0%,3%,3%,-2,·,·,-2%,3%,·,-2%,·
Cc1c(N2C(=O)c3ccc4c5c(ccc(c35)C2=O)CC4)c(=O)n(-c2ccccc2)n1C,-4%,-3%,5%,2,-29%,-11%,5%,-11%,25%,6%,?
CC(=O)c1cccc(N(C(=O)CNC(=O)c2ccco2)C(C(=O)NCC2CCCO2)c2ccccc2)c1 (configuration not stated),4%,5%,-10%,-16,7%,-12%,-15%,3%,0%,-1%,8%
COC(C[C@H](O)[C@H](C)[C@@H](O)COCc1ccccc1)OC,1%,7%,5%,-17,-6%,7%,14%,-1%,3%,0%,·
CCn1ncc(C2=NOC(C(=O)Nc3cnn(C45CC6CC(CC(C6)C4)C5)c3)C2)c1C (configuration not stated),-2%,-2%,-7%,-4,30%,0%,-69%,-5%,0%,?,?
CC1(NC(=O)NCc2ccccc2)CCS(=O)(=O)C1 (configuration not stated),-4%,-2%,2%,6,-4%,-3%,7%,-1%,-6%,0%,-5%
COc1ccc(NC(=O)N(Cc2cc3cc(C)ccc3[nH]c2=O)CC2CCCO2)cc1 (configuration not stated),3%,-6%,-4%,-10,1%,0%,-24%,-2%,2%,2%,·
CCC(=O)c1ccc(OCC(O)CN2CC(C)OC(C)C2)cc1 (configuration not stated),-3%,-2%,-1%,-1,-4%,-6%,-34%,1%,0%,0%,7%
O=C(NCc1ccco1)NCC(F)(F)F,0%,2%,2%,-8,-25%,2%,1%,4%,-1%,0%,5%
CCC(=O)c1ccc(OCC(O)CNC(C)c2ccccc2)cc1 (configuration not stated),-6%,4%,-5%,-1,-40%,-5%,-8%,-11%,-3%,0%,0%
CC(C)OCCCN1CN(S(=O)(=O)c2cccc(Cl)c2)c2nc3ccccc3nc21,-2%,2%,-3%,-2,36%,16%,-13%,-4%,0%,1%,13%
COc1ccc(Nc2c([N+](=O)[O-])ccc3c2=NC2(CCCCC2)N=3)cc1,3%,-8%,3%,10,-36%,-16%,-18%,17%,1%,?,?
Cc1cnc(CNC(=O)C2CCC(=O)N(CCc3ccc(Cl)cc3)C2)cn1 (configuration not stated),0%,-7%,1%,10,-22%,-6%,-2%,12%,5%,1%,-7%
Cc1cccn2c(=O)c3cc(C(=O)NCc4cccnc4)c(=N)n(C)c3nc12,-3%,14%,1%,·,0%,-25%,·,-8%,-3%,1%,-6%

High-throughput results: PubChem, National Center for Advancing Translational Sciences (NCATS)
